ABHD5-PLIN5 inh: inhibitors of human ABHD5-perilipin-5 interaction; Q00G26+Q8WTS1; Split G. princeps luciferase complementation, luminescence, 4 h; inhibition, % at 4 µM; 360,000 tested, 0.78% active;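 active means inhibition above the mean inhibition across every tested compound plus 3 SD, cut at about 22% in these data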;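 further: 0% = DMSO only wells and the 100% control is not disclosed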
HTR2A ag: activates the mouse 5-HT2A serotonin receptor. P35363. CHO-K1 mHTR2A beta-arrestin complementation, luminescence; percent of 30 µM serotonin response. activation, % at 7.6 µM. 360,000 tested, 0.66% active. AID 624169;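 active means activation above a run cutoff, the mean activation of all tested compounds plus 3 SD, cut at about 14% in these data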;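 further: 0% = plate median of compound wells and 100% = 30 µM serotonin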
Target sequence (P35363 whole entry, looked up): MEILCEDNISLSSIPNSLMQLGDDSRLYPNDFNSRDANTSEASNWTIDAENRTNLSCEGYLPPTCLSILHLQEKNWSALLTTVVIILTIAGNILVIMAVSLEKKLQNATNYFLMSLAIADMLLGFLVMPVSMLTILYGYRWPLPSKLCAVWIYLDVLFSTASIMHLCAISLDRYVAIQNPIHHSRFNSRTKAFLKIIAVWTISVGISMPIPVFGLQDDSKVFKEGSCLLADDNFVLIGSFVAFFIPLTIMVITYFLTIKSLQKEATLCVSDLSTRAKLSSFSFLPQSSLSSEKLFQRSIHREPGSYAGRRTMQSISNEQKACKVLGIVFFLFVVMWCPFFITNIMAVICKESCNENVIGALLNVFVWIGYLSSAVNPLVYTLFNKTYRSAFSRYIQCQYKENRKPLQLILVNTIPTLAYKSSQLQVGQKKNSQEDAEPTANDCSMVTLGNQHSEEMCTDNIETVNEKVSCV
iPSC survival up: hiPSC single-cell survival enhancement; ATPlite luminescence; 100% = ROCK inhibitor wells, 0% = DMSO; survival enhancement, % at 20 µM; 360,000 tested, 0.044% active; AID 602274; in the data active means survival enhancement above about 18%;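 further: cells exposed to compounds for 16 hours before the ATP read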
aDG glyco up: increases alpha dystroglycan glycosylation; Pro5-aDG cells, alpha-DG glycosylation AlphaScreen (IIH6); 0% Pro5, 100% B10-LARGE cell signal; activation, % at 10 µM; 360,000 tested, 0.22% active; AID 624168;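 active means activation of at least 8% versus controls, or a plate z-score of at least 8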;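 further: Pro5 are CHO cells carrying HIG-tagged alpha-DG that lacks glycosylation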
MC4R antag cAMP: antagonists of human melanocortin 4 receptor (MC4R) | P32245 | MC4R-expressing cells, MTII-stimulated cAMP, LANCE TR-FRET | inhibition, % at 6.5 µM | 360,000 tested, 0.48% active;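 active means inhibition above its plate's cutoff, the mean of tested wells on that plate plus 3 SD, cut at about 29% in these data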;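 further: 0% = Melanotan II alone and 100% = Melanotan II plus saturating MCL0020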
Target sequence (P32245 whole entry, looked up): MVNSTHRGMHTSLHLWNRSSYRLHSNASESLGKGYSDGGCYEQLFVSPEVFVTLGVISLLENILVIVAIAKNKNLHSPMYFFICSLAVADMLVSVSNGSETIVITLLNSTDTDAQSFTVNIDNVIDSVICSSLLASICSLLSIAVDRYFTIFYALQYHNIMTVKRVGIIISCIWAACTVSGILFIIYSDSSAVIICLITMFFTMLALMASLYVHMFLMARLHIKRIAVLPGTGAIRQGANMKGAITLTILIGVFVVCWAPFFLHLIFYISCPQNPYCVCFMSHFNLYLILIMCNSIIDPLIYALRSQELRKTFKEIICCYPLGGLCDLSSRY
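Material – human MC4R-expressing U2OS cells · Repeats – no replicates · Detection – TR-FRET with Eu-cAMP and labeled anti-cAMP, 671 nm · Times – compound 30 min, challenge 1 h, detection 1 h · Compound – single nominal compound dose of 6.5 µM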
H9c2 protect: myocardial damage modulation in H9c2 cells; H9c2 cardiomyocytes, H2O2 injury protection, ATPLite, 2 h; AID 588492; 360,000 tested, 0.63% active; protection from H2O2 cell death, % at 20 µM;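 active means compounds giving at least 50% protection of heart cells from peroxide-induced death in the single-dose screen, raw or plate-pattern-corrected value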;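 further: 0% = DMSO wells with peroxide and 100% = DMSO wells without peroxide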
Exocytosis inh: lytic granule exocytosis inhibition; TALL-104 LAMP-1 surface exposure, flow cytometry; cells stimulated with thapsigargin and PMA; inhibition, % at 10 µM; 360,000 tested, 0.66% active; AID 651702;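 active means inhibition above about 55%, limit read from the data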
ABCB6 inh MLPCN: blocks the human ABCB6 transporter. fluorescence ratio to DMSO, % at 10 µM. 360,000 tested, 0.19% active. K562-ABCB6 porphyrin accumulation, flow cytometry, 1 h; stronger effect = lower value. Q9NP58. AID 602162;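 active means fluorescence ratio to DMSO below 75%, the collection mean minus 3 SD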;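 further: signal is porphyrin accumulated inside mitochondria; 100% equals median channel fluorescence of DMSO control wells; lower ratio means ABCB6 inhibition with less porphyrin fluorescence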
MC4R ag barr: human MC4R agonism via beta-arrestin; P32245; U2OS MC4R beta-arrestin complementation, luminescence; percent of melanotan II response, DMSO zero; activation, % at 8.9 µM; 360,000 tested, 0.98% active; AID 540308;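 active means activation above a per-plate cutoff, the mean activation of sample wells on that plate plus 3 SD, cut at about 8% in these data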
N-glyco inh: N-linked glycosylation inhibition. D54 ERlucT glycosylation luciferase reporter, 24 h; percent of 100 nM tunicamycin response. reporter increase, % at 12.5 µM. 360,000 tested, 0.23% active. AID 588692;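 active means mean luciferase reporter signal, scaled so untreated is 0 and the glycosylation-blocking control 100, at or above a set limit in every replicate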;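 further: luciferase carries N-glycosylation sites so blocking glycosylation raises the light; 0% = median of neutral control wells and 100% = median of 100 nM tunicamycin wells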
An asterisk follows results filed as active.

1) CC(=O)c1sc(NC(=O)C(C)Oc2ccc3c(C)cc(=O)oc3c2)nc1C (stereo not drawn)
2) COc1cccc2c1cc1c(=O)n(CC(=O)N3CCCC3)nc(C)n12
3) C=CCn1c(=O)c2ccc(C(=O)NCc3ccccc3)cc2n(Cc2ccc(Cl)cc2)c1=O
4) CCOC(=O)C(NC(=O)c1ccccc1Cl)(Nc1ccc(C(F)(F)F)cc1)C(F)(F)F (stereo not drawn)
5) Cc1cccc(-c2nnc(SCC(=O)Nc3ncccn3)n2C)c1
assay / entry	1	2	3	4	5
ABHD5-PLIN5 inh	1	4	-1	4	2
HTR2A ag	-1	3	6	1	1
iPSC survival up	-0.3	1.2	1.1	-0.7	-0.8
aDG glyco up	-0.2	-0.1	0.0	0.4	0.3
MC4R antag cAMP	9	5	16	5	6
H9c2 protect	-4	1	-2	-3	1
Exocytosis inh	8	-1	-2	-5	0
ABCB6 inh MLPCN	99	102	102	98	91
MC4R ag barr	-1.8	-0.8	0.5	-0.8	1.0
N-glyco inh	5	1	6	7	1

6) CCC(=O)N1CC(C)C(=O)Nc2ccccc21 (stereo not drawn)
7) O=c1c2ccccc2ncn1Cc1ccc(Cl)c(Cl)c1
8) COc1cc(CNCCCN2CCOCC2)cc(Br)c1OCc1ccc(Cl)cc1
9) CCOC(=O)N1CCC2(CC1)C(C(=O)C13CC4CC(CC(C4)C1)C3)C2(C#N)C#N (stereo not drawn)
10) CC1CC(C)CN(S(=O)(=O)c2ccc(NN)nc2)C1 (stereo not drawn)
assay / entry	6	7	8	9	10
ABHD5-PLIN5 inh	-1	1	35*	-5	-4
HTR2A ag	3	-4	-5	-1	-4
iPSC survival up	-0.4	1.5	-5.3	1.0	0.3
aDG glyco up	-0.1	0.1	-0.6	0.3	0.0
MC4R antag cAMP	4	11	-5	-2	9
H9c2 protect	-5	7	-12	0	11
Exocytosis inh	0	0	58*	71*	-3
ABCB6 inh MLPCN	98	98	97	101	101
MC4R ag barr	0.4	-2.1	3.1	-2.5	-0.2
N-glyco inh	1	-3	-14	-4	0

In another format: two of the compounds above.
6. CCC(=O)N1CC(C)C(=O)Nc2ccccc21 (stereo not drawn)
  ABHD5-PLIN5 inh = -1
  HTR2A ag = 3
  iPSC survival up = -0.4
  aDG glyco up = -0.1
  MC4R antag cAMP = 4
  H9c2 protect = -5
  Exocytosis inh = 0
  ABCB6 inh MLPCN = 98
  MC4R ag barr = 0.4
  N-glyco inh = 1
7. O=c1c2ccccc2ncn1Cc1ccc(Cl)c(Cl)c1
  ABHD5-PLIN5 inh = 1
  HTR2A ag = -4
  iPSC survival up = 1.5
  aDG glyco up = 0.1
  MC4R antag cAMP = 11
  H9c2 protect = 7
  Exocytosis inh = 0
  ABCB6 inh MLPCN = 98
  MC4R ag barr = -2.1
  N-glyco inh = -3

Further structures:
11) NC(=O)c1nc(C(=O)N2CCN(c3ccccc3)CC2)c2ccccc2n1
12) COc1cc(SC)ccc1C(=O)N(Cc1ccccc1)c1ccccc1
13) COc1ccc2nc(C)cc(Nc3ccc(C)cc3)c2c1
14) CC(C)C(NC(=O)CCNC(=O)c1ccccc1Cl)c1nc2ccccc2[nH]1 (stereo not drawn)
15) Cc1ccc(NC(=O)NCC(c2ccccc2)N(C)C)cc1 (stereo not drawn)
assay / entry	11	12	13	14	15
ABHD5-PLIN5 inh	2	2	3	-6	4
HTR2A ag	18*	-11	2	3	-4
iPSC survival up	6.2	0.5	0.8	-0.2	0.3
aDG glyco up	0.1	0.2	0.1	0.2	0.1
MC4R antag cAMP	6	-3	7	11	7
H9c2 protect	1	-4	6	4	7
Exocytosis inh	-2	3	7	-1	-1
ABCB6 inh MLPCN	98	83	101	99	93
MC4R ag barr	-0.7	0.1	-0.5	-2.2	-1.2
N-glyco inh	4	-3	4	0	-2

16) Cc1cc(C)nc(NC(=NCCc2c[nH]c3ccccc23)NC(=O)Nc2cccc([N+](=O)[O-])c2)n1
17) COc1ccc(S(=O)(=O)N2CCOCC2)cc1NC(=O)COc1ccc(C(C)=O)cc1OC
18) CCS(=O)(=O)N1CCC(C(=O)NCc2ccc3c(c2)OCO3)CC1
19) O=c1cc(-c2ccncc2)oc2ccccc12
20) Cc1ccccc1NS(=O)(=O)c1cccc2nsnc12
assay / entry	16	17	18	19	20
ABHD5-PLIN5 inh	4	1	0	7	8
HTR2A ag	3	11	-2	-3	0
iPSC survival up	-0.6	0.7	1.4	-0.7	-0.8
aDG glyco up	-0.2	-0.1	-0.3	-0.2	0.1
MC4R antag cAMP	14	10	4	5	4
H9c2 protect	43	16	4	53*	0
Exocytosis inh	-2	-3	-3	-2	-6
ABCB6 inh MLPCN	94	98	101	98	97
MC4R ag barr	-2.6	0.1	-3.2	-0.3	-0.9
N-glyco inh	-11	4	1	-3	4

21) CN(CCNC(=O)C1CCN(S(=O)(=O)c2cnc[nH]2)CC1)Cc1ccccc1
22) C/C=C/c1ccc(OCCCCOc2c(OC)cccc2OC)c(OC)c1
23) CC(Sc1ccccc1)C(=O)NCC1COc2ccccc2O1 (stereo not drawn)
24) N#Cc1cc2cc3c(cc2nc1SCC(=O)N1CCOCC1)OCCO3
25) Cc1cc(C)cc(N2C(=O)C3CCCN3C2=S)c1 (stereo not drawn)
assay / entry	21	22	23	24	25
ABHD5-PLIN5 inh	0	-6	10	1	1
HTR2A ag	-3	-3	-5	-1	7
iPSC survival up	1.2	-1.5	-0.3	0.2	-0.3
aDG glyco up	-0.4	0.2	-0.2	0.1	0.3
MC4R antag cAMP	-3	5	5	-7	0
H9c2 protect	8	-10	7	4	6
Exocytosis inh	1	-4	-2	-4	0
ABCB6 inh MLPCN	98	97	93	88	100
MC4R ag barr	-0.7	-2.1	0.1	-0.5	-2.2
N-glyco inh	0	0	1	-18	2

26) O=C1CCCC2=C1C(c1ccc(O)c(O)c1)Nc1ccc3ccccc3c12 (stereo not drawn)
27) C=CCNc1nc(-c2cccs2)c(CC(=O)O)s1
28) O=C(NNC(=O)c1cc2ccccc2oc1=O)c1ccccc1[N+](=O)[O-]
29) CCOCCCNC(=O)CN1C(=O)c2ccccc2Sc2ncccc21
30) CCOC(=O)c1sc(NC(=O)C2CC2)nc1C
assay / entry	26	27	28	29	30
ABHD5-PLIN5 inh	13	-31	-2	-9	-8
HTR2A ag	0	-4	-1	4	-1
iPSC survival up	-0.2	0.0	-0.2	2.5	-1.8
aDG glyco up	-0.2	-0.1	0.0	-0.1	-0.3
MC4R antag cAMP	-7	-1	5	-1	2
H9c2 protect	2	3	-2	5	-7
Exocytosis inh	13	-2	-6	-12	-1
ABCB6 inh MLPCN	93	94	101	101	106
MC4R ag barr	-1.1	-2.0	-1.1	0.1	0.5
N-glyco inh	1	1	2	1	-2

31) COc1ccc(C(NC(=O)N2CC(C)OC(C)C2)C(Cl)(Cl)Cl)cc1F (stereo not drawn)
32) CCc1cc(C(=O)c2ccc(OC)cc2)c(NC(=O)CCC(=O)O)s1
33) COc1cc2c(cc1OC)CN(C(=O)COc1ccc(C#N)cc1)CC2
34) Cc1cc(NC(=S)N(Cc2cccc(Br)c2)CC2CCC(C(=O)O)CC2)ccc1Cl (stereo not drawn)
35) CCOC(=O)C1CC2=C(CCCC2=O)N(Cc2ccccc2)C1=O (stereo not drawn)
assay / entry	31	32	33	34	35
ABHD5-PLIN5 inh	5	0	1	-5	3
HTR2A ag	3	0	-2	6	3
iPSC survival up	-2.0	-0.7	2.3	-3.6	1.7
aDG glyco up	-0.2	-0.1	-0.1	0.0	-0.2
MC4R antag cAMP	-5	19	-5	8	11
H9c2 protect	6	4	4	-8	7
Exocytosis inh	-3	0	-3	3	3
ABCB6 inh MLPCN	97	98	91	92	105
MC4R ag barr	-1.1	0.1	0.4	-0.7	-2.0
N-glyco inh	0	2	0	2	0

Reprinted from the part before: 3 entries, followed by the next part.
33) COc1cc2c(cc1OC)CN(C(=O)COc1ccc(C#N)cc1)CC2
34) Cc1cc(NC(=S)N(Cc2cccc(Br)c2)CC2CCC(C(=O)O)CC2)ccc1Cl (stereo not drawn)
35) CCOC(=O)C1CC2=C(CCCC2=O)N(Cc2ccccc2)C1=O (stereo not drawn)
36) CC(C)(C)c1ccc(C2/C(=C(\O)c3ccc4c(c3)OCCO4)C(=O)C(=O)N2CCCN2CCOCC2)cc1 (stereo not drawn)
37) COc1cc2ccccc2cc1C(=O)OCC(=O)N(CC(C)C)c1c(N)n(Cc2ccccc2)c(=O)[nH]c1=O
38) CCOC(=O)CN(C(=O)CNC(=O)c1ccco1)C(C(=O)NC1CCCCC1)c1cccc(OC)c1 (stereo not drawn)
39) COc1cccc(-n2c(Cc3cc(=O)[nH]c(=O)[nH]3)nnc2SCC(=O)Nc2ccccc2)c1
40) Cc1ccc(NC(=O)CN(C)C(=O)Cn2c(=O)oc3ccccc32)cc1
assay / entry	33	34	35	36	37	38	39	40
ABHD5-PLIN5 inh	1	-5	3	-4	4	5	2	-1
HTR2A ag	-2	6	3	-5	2	1	2	-1
iPSC survival up	2.3	-3.6	1.7	0.9	0.0	0.6	4.3	-0.4
aDG glyco up	-0.1	0.0	-0.2	0.0	0.3	0.3	0.0	0.1
MC4R antag cAMP	-5	8	11	16	14	3	10	0
H9c2 protect	4	-8	7	1	-7	3	-5	-12
Exocytosis inh	-3	3	3	-1	4	7	0	5
ABCB6 inh MLPCN	91	92	105	100	89	108	102	108
MC4R ag barr	0.4	-0.7	-2.0	-4.4	0.0	0.0	-1.9	-0.1
N-glyco inh	0	2	0	0	0	1	-1	4

41) COc1cc(OC)cc(C(=O)NC(C)c2ccc(Br)cc2)c1 (stereo not drawn)
42) CCOC(=O)N1CCN(C(=O)c2ccc(CS(=O)Cc3ccccc3Cl)o2)CC1 (stereo not drawn)
43) O=C(CCN1C(=O)c2ccccc2C1=O)N1CCN(Cc2ccccc2)CC1
44) O=C(/C=C/c1ccco1)NC(=S)Nc1cccc(-c2nc3ccccc3s2)c1
45) Cc1cc(C)c(-c2csc(NC(=O)C3=NN(c4ccccc4)C(=O)CC3)n2)c(C)c1
46) COc1ccc(CN2C(=O)c3cccnc3C2=O)cc1S(=O)(=O)N1CCCC(C)C1 (stereo not drawn)
assay / entry	41	42	43	44	45	46
ABHD5-PLIN5 inh	0	-1	17	3	-1	5
HTR2A ag	4	-5	6	-2	0	4
iPSC survival up	-2.2	-0.4	0.8	-1.2	-1.5	-0.5
aDG glyco up	-0.4	-0.3	0.1	-0.3	-0.1	0.0
MC4R antag cAMP	-1	7	0	-6	16	-3
H9c2 protect	2	2	2	-2	-27	2
Exocytosis inh	-2	-3	4	-1	-15	-3
ABCB6 inh MLPCN	93	98	96	97	99	101
MC4R ag barr	-0.4	-2.3	1.7	-2.0	2.0	0.9
N-glyco inh	3	0	1	12	-2	1
